MgcRacGAP inhibition = MgcRacGAP GTPase-activating activity inhibitors, confirmation, biochemical, ADP Hunter fluorescence | MgcRacGAP-stimulated Rac1 GTP hydrolysis, ADP Hunter fluorescence; higher % means a stronger effect; GST-tagged Rac1 F28L mutant substrate | 0.6% of 340,000 active | inhibition, % at 30 µM, or IC50 in µM where a hit was titrated | AID 624330;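 active = first-screen hits whose inhibition reached a set limit at any dose in the follow-up dose series; inconclusive = inhibition above the set first-screen limit but never retested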;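 note: fluorescence reports GDP produced by GAP-driven GTP hydrolysis; strong numbers were not always called active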
Yfh1-depleted yeast = mitochondrial function rescue without frataxin homolog – Friedreich's ataxia, plus single-dose screen, dose response (AID 1465) | one-dose fold induction at 50 µM; EC50 in µM for titrated hits | S. cerevisiae Yfh1-off respiration, WST-1 reduction, 72 h; higher fold induction means a stronger effect | 0.074% of 220,000 active;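 active = fold induction of absorbance versus untreated yeast above a set limit, then at least 30% activation at any dose in follow-up; inconclusive = repeats straddling the limit, or above it without dose testing; inactive = fold induction below the set limit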;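 note: activators that raise dye reduction in frataxin-depleted yeast; strong numbers were not always called active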
GPR55 activation = selective activators of receptor GPR55 – imaging, U2OS cells, beta-arrestin-GFP redistribution, primary screen (AID 1961); U2OS GPR55 beta-arrestin-GFP redistribution imaging; higher % means a stronger effect; activation, % at 10 µM; hits with a dose series show EC50 in µM; 0.048% of 290,000 active;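 active = activation above 40% with more than 50 cells counted in the well; inconclusive = wells holding fewer than 50 cells, flagged as toxic or sparse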;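 note: U2OS osteosarcoma cells stably expressing GPR55 and beta-arrestin-GFP; plate controls were DMSO negative control for no effect and LPI positive control for full effect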
SV40 large T antigen = TAg ATPase/helicase activity blockers – biochemical (AID 1903) | 0.39% of 310,000 active | SV40 large T antigen ATPase/helicase inhibition assay; higher % means a stronger effect | one-dose inhibition, % at 20 µM; IC50 in µM for titrated hits; in the data active = a potency from the dose series; inconclusive = inhibition mostly from about 32% at the one dose, without a potency; inactive = the rest, 99 in 100 with inhibition below about 32%; note: strong numbers were not always called active
NTR1 ag = agonists of NTR1, primary screen, imaging, U2OS cells, beta-arrestin-GFP, high content (AID 493036); 0.17% of 330,000 active; P30989; NTR1-U2OS beta-arrestin-GFP spot imaging, agonist mode; activation, % at 20 µM;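 active = activation at or above 40% of the spot to cytoplasm intensity ratio, with at least 20 cells analyzed; inconclusive = wells under 20 cells, flagged as cytotoxic or low count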;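 note: 0% = DMSO without peptide and 100% = 100 nM NTR1 peptide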
Target sequence (P30989 whole entry, looked up): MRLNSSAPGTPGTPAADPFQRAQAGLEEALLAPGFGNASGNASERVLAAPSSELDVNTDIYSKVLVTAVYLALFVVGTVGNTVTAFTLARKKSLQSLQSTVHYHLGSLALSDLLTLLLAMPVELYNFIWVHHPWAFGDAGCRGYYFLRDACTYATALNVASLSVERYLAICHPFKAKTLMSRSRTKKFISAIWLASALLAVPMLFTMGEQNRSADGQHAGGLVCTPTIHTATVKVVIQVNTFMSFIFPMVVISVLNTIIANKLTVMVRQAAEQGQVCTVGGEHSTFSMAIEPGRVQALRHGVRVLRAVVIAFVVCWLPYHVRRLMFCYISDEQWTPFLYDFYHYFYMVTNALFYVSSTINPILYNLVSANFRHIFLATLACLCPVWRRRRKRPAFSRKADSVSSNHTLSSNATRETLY
GPR35 antagonists = inhibition of zaprinast-stimulated GPR35 beta-arrestin translocation – imaging, U2OS, beta-arrestin-GFP, zaprinast agonist, primary screen (AID 2058) | U2OS GPR35 beta-arrestin-GFP translocation imaging, zaprinast antagonism; higher % means a stronger effect | one-dose inhibition, % at 10 µM; IC50 in µM for titrated hits | 0.052% of 290,000 active;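 active = inhibition of at least 50% with at least 30 cells and total cytoplasm GFP at most 10,000,000; inconclusive = under 30 cells or total GFP of 10,000,000 plus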
GPR55 antagonists = inhibition of LPI-stimulated GPR55 beta-arrestin translocation – imaging, U2OS, beta-arrestin-GFP, LPI agonist, primary screen (AID 2013) | U2OS GPR55 beta-arrestin-GFP translocation imaging, LPI antagonism; higher % means a stronger effect | one-dose inhibition, % at 10 µM; IC50 in µM for titrated hits | 0.13% of 290,000 active;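 active = spots per cell inhibited over 60%, with over 100 cells counted and total cytoplasm intensity under 500,000; inconclusive = wells with under 100 cells, flagged as likely toxic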;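 note: U2OS cells stably carrying GPR55 and arrestin-GFP stimulated by 5 µM LPI near EC80; imaged beta-arrestin-GFP aggregate spots per cell after agonist stimulation; plate controls were LPI-stimulated DMSO wells for no effect and DMSO wells without LPI for full effect; some results filed as inactive read as strong as hits; confirmed hits need IC50 under 10 µM and bright autofluorescent wells are also inconclusive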
NS5 inhibitors = flavivirus cap methylation enzyme inhibition – biochemical, confirmation dose response, primary screen (AID 588689); Dengue-2 NS5 methyltransferase capping enzyme assay, biochemical; higher % means a stronger effect; inhibition, % at 25 µM, or IC50 in µM where a hit was titrated; 0.3% of 340,000 active; in the data active = a potency from the dose series; inconclusive = inhibition above about 29% without an active follow-up result
AID2073 = inhibitors of Mint1-CaV2.2 protein interaction, biochemical, HTRF (AID 2073); HTRF protein-protein interaction, Mint1-CaV2.2; higher % means a stronger effect; 0.19% of 290,000 active; one-dose inhibition, % at 20 µM; IC50 in µM for titrated hits; in the data active = inhibition mostly above about 51%, no sharp cut-off; inconclusive = no clear call, values can overlap the other calls; inactive = mostly below about 53%; note: some results filed as inactive read as strong as hits
NTR1 ag cell count 20 µM = recorded beside NTR1 ag, whose call it bears; cell count; measured here: cell count, cytotoxicity flag
NS5 inhibitors pilot replicate = second read-out of NS5 inhibitors, no call of its own (marks repeat the call); inhibition, %; measured here: pilot screen replicate inhibition
Active calls of the source: *; i = inactive; ? = inconclusive; . = not tested or not shown.

SMILES | MgcRacGAP inhibition | Yfh1-depleted yeast | GPR55 activation | SV40 large T antigen | NTR1 ag | NTR1 ag cell count 20 µM | GPR35 antagonists | GPR55 antagonists | NS5 inhibitors | AID2073 | others
C=CCn1cc(C(=O)N2CCN(CC)CC2)c(=O)c2cc(S(=O)(=O)N(CC)CC)ccc21 | 0.2% | . | 0.0% | 11.7% | 0.2 | 39 | 13.9% | -4.3% | -9.8% | 7.2%
O=C(O)c1ccc(-n2cccc2/C=C2/SC(=O)N(CC(=O)N3CCCC3)C2=O)cc1 | ? | . | -0.1% | ? | -0.3 | 38 | 3.2% | 3.6% | 1.5% | 21.1%
O=C(OCC#CCSc1nnc(-c2ccccc2)o1)c1ccco1 | 8.6% | i | -0.2% | -0.9% | 2.1 | 55 | -16.5% | -5.2% | 1.6% | 5.6%
COc1ccc(NS(=O)(=O)c2cccc(C(=O)NNC(=O)c3cncc(Br)c3)c2)cc1 | 3.8% | . | . | 13.0% | -0.8 | 70 | . | . | -6.5% | .
CC(C)CCNC(=S)NC1CCCC1 | 5.4% | i | -0.1% | 5.6% | -0.5 | 93 | 8.7% | -6.8% | -4.7% | 5.4% | NS5 inhibitors pilot replicate=-1.8
COC(=O)c1c(SCC(=O)NC2CCCCC2)[nH]c2ccccc2c1=O | 4.1% | . | -0.1% | 12.4% | 0.2 | 44 | 3.5% | -16.5% | -49.9% | 6.8%
CCc1cccc(NC(=O)C2CCCN(S(=O)(=O)c3ccc4[nH]c(=O)ccc4c3)C2)c1 (stereo unspecified) | 5.9% | . | 0.1% | 2.7% | 0.4 | 70 | 19.4% | 1.5% | 0.0% | ?
Oc1ccc(/C=C/c2cnccn2)cc1 | ? | i | 0.2% | ? | -0.6 | 75 | 6.7% | -3.8% | -4.6% | 17.2%
CCc1cc(=O)oc2cc(C)cc(OC(C)C(=O)NCc3ccncc3)c12 (stereo unspecified) | 1.9% | . | -0.1% | 8.0% | 1.4 | 57 | 9.9% | 27.4% | 0.9% | 11.1%
CCOC(=O)C1=C(c2ccccc2)NC(SC)=C(C#N)C1c1ccco1 (stereo unspecified) | -2.6% | i | -0.1% | -1.3% | 4.9 | 75 | 7.4% | 15.0% | -3.5% | 12.0%
O=C1NC2C(NC(=O)N2C2CCCCC2)N1C1CCCCC1 (stereo unspecified) | 9.3% | i | -0.1% | 3.3% | 1.4 | 36 | -6.9% | 7.5% | 0.0% | 2.9%
CN(C(=O)c1ccncc1)c1nnc(-c2cccnc2)s1 | 2.4% | . | 0.3% | 15.4% | -0.2 | 55 | -5.3% | 18.0% | 5.0% | -9.0%
CN1C(=O)c2ccccc2Sc2ccc(NC(=O)N3CCCC3)cc21 | 11.9% | i | -0.1% | 23.3% | -0.6 | 30 | -1.0% | 2.0% | 3.2% | 13.8%
CCOc1ccccc1NC(=O)NCc1ccccc1F | 7.6% | i | -0.1% | 9.3% | -1.4 | 77 | 2.3% | 3.1% | 6.2% | -0.2%
Cc1ccc(NC(=S)NC(NC(=O)N(C)C)C(Cl)(Cl)Cl)cc1 (stereo unspecified) | 8.7% | i | -0.2% | 5.2% | 0.6 | 61 | 3.2% | -3.2% | -2.6% | -5.3%
OCCC1CN(CCCn2cccn2)CCN1Cc1ccccc1 (stereo unspecified) | 8.8% | i | -0.1% | . | 1.1 | 46 | -16.9% | 7.1% | -0.7% | -12.6%
COc1cc(NC(C(=O)Nc2cccc(C(C)=O)c2)c2ccccc2)cc(OC)c1OC (stereo unspecified) | -0.2% | i | -0.6% | 18.5% | 1.2 | 70 | -8.3% | -6.7% | -4.0% | -4.9%
C/C(=N/NC(=O)c1cnccn1)c1ccncc1 | 7.0% | i | 0.2% | 10.3% | 4.4 | 51 | -3.4% | -3.2% | 0.8% | 5.1%
CN(C)CCC1CCN(c2cc(C#N)c(C#N)cc2[N+](=O)[O-])CC1 | 4.3% | i | 0.5% | 2.5% | -0.1 | 57 | 0.0% | 5.9% | 0.8% | -1.8%
Cc1noc2ncnc(Oc3ccc(C(C)(C)C)cc3)c12 | 5.5% | i | -0.3% | 3.0% | -0.8 | 19 | 11.2% | 5.6% | -8.6% | 2.9%
CCC(C)NC(=O)/C(=C/c1ccco1)c1ccccc1 (stereo unspecified) | 12.6% | i | -0.1% | -2.1% | 1.2 | 32 | 10.0% | 7.8% | -6.9% | 61.8%
COc1ccc(CS(=O)(=O)CC(C)(O)c2ccccc2Cl)cc1 (stereo unspecified) | 2.8% | . | 0.0% | 8.0% | -0.9 | 65 | 9.2% | 8.5% | -3.9% | 5.0%
O=C(O)C1CC(=O)N(c2ccc(OCc3ccc(Br)cc3)cc2)C1 (stereo unspecified) | 6.5% | . | -0.1% | 4.0% | 5.5 | 51 | 6.3% | -4.5% | 5.4% | 7.6%
Cc1nnc(-c2cnn(C)c2N)n1Cc1ccc2c(c1)OCO2 | 10.5% | i | 0.2% | 4.7% | 0.9 | 59 | -3.9% | 11.3% | 2.2% | 21.8%
COc1ccc(C(=O)N/C(=C\c2cn(C)c3ccccc23)C(=O)NCCCn2ccnc2)cc1OC | 4.8% | . | -0.2% | 18.9% | -0.3 | 59 | 16.4% | 3.2% | -5.3% | 5.7%
Cc1ccc(OCc2nnc(SCC(=O)Nc3ccc4c(c3)OCCO4)n2Cc2ccco2)cc1 | 8.1% | i | 0.3% | 2.5% | 0.2 | 34 | -1.4% | -3.5% | -10.6% | 2.2%
CCCOc1ccc(CSC(=N)N)cc1C(=O)OC | 9.3% | i | 0.4% | 9.3% | 0.9 | 28 | -6.3% | 13.2% | -1.6% | 5.3%
O=C(NCCCn1ccnc1)C(=O)Nc1ccccc1 | 5.9% | i | -0.1% | 18.8% | -0.4 | 70 | 13.4% | 11.6% | 0.8% | 3.5%
COc1ccccc1NC(=O)Cc1noc(CN(C)Cc2cccs2)n1 | 8.8% | i | -0.1% | 5.2% | 0.1 | 56 | -4.8% | -3.0% | 1.2% | -1.1%
CCCC(=O)NC(c1ccc(OC)c(OC)c1)c1c(O)ccc2ccccc12 (stereo unspecified) | 5.0% | i | 0.2% | 10.9% | -0.4 | 43 | -0.2% | 19.0% | -0.7% | 3.9%
O=C(Nc1ccccc1Cl)c1ccc2nsnc2c1 | 15.5% | i | -0.1% | 1.4% | -1.2 | 78 | -8.3% | -2.8% | 4.5% | 1.9%
O=C1CC(C(=O)O)S/C(=N\N=C\c2ccc(Br)cc2)N1 (stereo unspecified) | -8.5% | i | -0.2% | 14.0% | -0.8 | 62 | 15.4% | 10.0% | -15.9% | 21.1%
COc1cccc(-c2nc3ccccc3c(=O)n2NC(=O)c2cccnc2Cl)c1 | 11.1% | i | -0.2% | 6.8% | -1.3 | 103 | -9.3% | -12.4% | -1.8% | -4.4%
Nc1ccccc1Sc1c[nH]c2ccccc12 | 14.3% | . | -0.2% | 18.9% | 0.7 | 55 | 15.6% | 2.5% | -7.7% | -2.7%
O=C(NN=C1CCCC1)c1cccc(O)c1 | -0.4% | . | -0.1% | 10.0% | -0.2 | 61 | -5.3% | 3.5% | -5.2% | 15.5%
NC(CCCCCP(=O)(c1ccccc1)c1ccccc1)C(=O)O (stereo unspecified) | . | i | 0.5% | 9.4% | -0.9 | 63 | -3.8% | 9.8% | . | 26.7%
CCCCn1c(=N)n(CC(O)c2ccccc2)c2ccccc21 (stereo unspecified) | 3.4% | i | 0.3% | . | 0.5 | 59 | 5.4% | 1.4% | -14.1% | 12.3%
COc1ccc(OC)c(S(=O)(=O)N2CCNCC2)c1 | 9.5% | i | -0.1% | 17.0% | -0.1 | 66 | 4.0% | 0.6% | -9.9% | -17.5%
CCCCNC(=S)NCC(c1ccccc1)c1c[nH]c2ccccc12 (stereo unspecified) | -5.3% | . | 0.0% | 8.8% | 5.7 | 44 | 9.3% | -1.4% | -4.2% | 3.3%
Cc1ccnc(NS(=O)(=O)c2ccc(NC(=O)COc3ccccc3)cc2)n1 | 4.7% | i | -0.5% | 17.9% | -0.3 | 33 | -10.9% | -12.0% | -1.6% | 2.1%

Structural class: those above with a cyano group.
SMILES | MgcRacGAP inhibition | Yfh1-depleted yeast | GPR55 activation | SV40 large T antigen | NTR1 ag | NTR1 ag cell count 20 µM | GPR35 antagonists | GPR55 antagonists | NS5 inhibitors | AID2073 | others
CCOC(=O)C1=C(c2ccccc2)NC(SC)=C(C#N)C1c1ccco1 (stereo unspecified) | -2.6% | i | -0.1% | -1.3% | 4.9 | 75 | 7.4% | 15.0% | -3.5% | 12.0%
CN(C)CCC1CCN(c2cc(C#N)c(C#N)cc2[N+](=O)[O-])CC1 | 4.3% | i | 0.5% | 2.5% | -0.1 | 57 | 0.0% | 5.9% | 0.8% | -1.8%

The list continues:
SMILES | MgcRacGAP inhibition | Yfh1-depleted yeast | GPR55 activation | SV40 large T antigen | NTR1 ag | NTR1 ag cell count 20 µM | GPR35 antagonists | GPR55 antagonists | NS5 inhibitors | AID2073 | others
CCCCn1c(N)c(N(CC(C)C)C(=O)c2cccc(-n3cnnn3)c2)c(=O)[nH]c1=O | 8.9% | . | . | 1.8% | 0.0 | 62 | . | . | -2.9% | .
CCN(c1ccccc1)S(=O)(=O)c1ccc(Cl)c(NC(=O)CN2C(=O)NC3(CCCC3)C2=O)c1 | 4.5% | i | -0.1% | 4.4% | 0.7 | 55 | -9.6% | 10.9% | -4.0% | -4.9%
O=C(O)C1CCC(=O)N(C2CCCCC2)C1c1ccccc1Cl (stereo unspecified) | 9.7% | i | -0.2% | 1.9% | -0.5 | 47 | 16.4% | -4.0% | 1.6% | 18.6%
O=C1NC(c2ccc(Cl)cc2)Oc2ccccc21 (stereo unspecified) | -7.2% | . | 0.5% | 11.3% | 1.7 | 62 | -15.9% | 8.0% | -0.8% | 7.6%
Cc1nn2c(N3CCN(C4CCCC4)CC3)cc(C(C)(C)C)nc2c1-c1ccccc1 | 14.5% | i | 0.0% | 8.4% | 2.1 | 59 | -5.0% | 22.3% | -0.7% | 4.1%
CNC(=O)c1csc(-c2ccc(C)cc2)n1 | 14.9% | i | 0.0% | 37.9% | -0.8 | 82 | 8.6% | 11.8% | 1.1% | -4.9%

Bioassay records: PubChem BioAssay, several laboratories

No enrichment for hits; about 1.7% have a hit in one of these screens.
